rTrxR1 inhibitor – blocks rat thioredoxin reductase 1. O89049. recombinant rTrxR1, NADPH fluorescence consumption, selenite substrate. Potency, µM (series often up to 114 µM), inactives show at the top dose activity change, negative = inhibition, most hits filed as inhibitors. hit rate 1% among 390,000. AID 588453; note: potency is the fitted concentration of half-maximal effect; % is set by controls: 0 for no effect and ±100 for the full control effect; nearly all actives have a fitted effect of over 65% in size
Target sequence (O89049 whole entry, looked up): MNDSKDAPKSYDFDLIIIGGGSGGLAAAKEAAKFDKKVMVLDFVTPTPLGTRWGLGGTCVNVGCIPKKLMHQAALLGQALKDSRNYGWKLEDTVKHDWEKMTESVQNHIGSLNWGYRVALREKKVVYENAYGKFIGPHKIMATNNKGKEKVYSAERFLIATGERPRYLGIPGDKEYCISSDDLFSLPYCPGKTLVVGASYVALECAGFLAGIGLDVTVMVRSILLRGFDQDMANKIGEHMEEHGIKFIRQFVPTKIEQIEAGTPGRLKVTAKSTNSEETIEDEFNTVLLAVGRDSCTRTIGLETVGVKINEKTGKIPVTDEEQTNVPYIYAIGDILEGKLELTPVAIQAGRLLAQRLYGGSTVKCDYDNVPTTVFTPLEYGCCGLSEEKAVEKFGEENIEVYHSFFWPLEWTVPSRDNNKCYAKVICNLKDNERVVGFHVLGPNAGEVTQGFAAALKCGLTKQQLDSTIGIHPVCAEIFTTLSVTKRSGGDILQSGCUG
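Rat TrxR1 (90 nM in the dispensed reagent) was pre-reduced with 400 uM NADPH for 5 min at room temperature, then incubated with compound for 15 min. After 400 uM selenite was added, NADPH fluorescence (Ex 340/Em 450 nm) was followed for 8 min.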
TRHR PAM – allosteric enhancers of human TRH receptor. P34981. TRHR cells, fluo-8 calcium fluorescence, EC20 TRH enhancement. enhancement, % at 2 µM. hit rate 0.66% among 360,000. AID 493056; in the data active = enhancement above about 30%; note: 0% is about no effect
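TRHR-expressing cells loaded with fluo-8 calcium dye were read kinetically (ex 480/em 530) during compound addition, then stimulated with an EC20 of TRH (10 nM final). Enhancement of the Gq-mediated intracellular calcium response was scored.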
USP1 inh – inhibitors of human USP1/UAF1 deubiquitinase; O94782; recombinant USP1/UAF1, Ub-Rhodamine cleavage fluorescence; Potency, µM (highest dose often 57.1 µM), without a hit: top-dose activity change, negative = inhibition, usual class: inhibitors; hit rate 0.23% among 390,000; AID 743255; note: potency is the fitted concentration of half-maximal effect; % is set by controls: 0 for no effect and ±100 for the full control effect; nearly all actives have a fitted effect of over 60% in size; inactives centre near -12
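USP1/UAF1 complex (1 nM) preincubated 15 min at room temperature with compound, then Ub-Rho substrate (150 nM final) added. Kinetic fluorescence at 480/540 nm over 6 reads at 60 s intervals; 50 mM HEPES pH 7.8, 0.5 mM EDTA, 0.1 mg/ml BSA, 1 mM TCEP, 0.01% Tween-20.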
PI4K2A inh – blocks human PI4K2A kinase activity. Q9BTU6. purified PI4K2A, ADP-Glo luminescence, 1 h; active compounds read low. activity change, negative = inhibition, % at 76.9 µM. hit rate 0.13% among 420,000; in the data active = activity change below about -50%; inconclusive = mostly about -30% to -49%;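 note: -100% = wells without enzyme as full effect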
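In this quantitative HTS, ADP production by PI4K2A was quantified luminescently after 1 h at ambient temperature; 100 microM adenosine served as plate-quality control.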
D2 agonist – D2 dopamine receptor (human) agonism. P14416. activation, % at 2 µM. AID 485358. hit rate 0.53% among 340,000. HEK293 T-REx D2 cells, calcium flux agonist mode;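 active = activation over 3 SD above normal in the single-dose calcium agonist read, cut at about 30% in these data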; note: 0% is about no effect
Target sequence (P14416 whole entry, looked up): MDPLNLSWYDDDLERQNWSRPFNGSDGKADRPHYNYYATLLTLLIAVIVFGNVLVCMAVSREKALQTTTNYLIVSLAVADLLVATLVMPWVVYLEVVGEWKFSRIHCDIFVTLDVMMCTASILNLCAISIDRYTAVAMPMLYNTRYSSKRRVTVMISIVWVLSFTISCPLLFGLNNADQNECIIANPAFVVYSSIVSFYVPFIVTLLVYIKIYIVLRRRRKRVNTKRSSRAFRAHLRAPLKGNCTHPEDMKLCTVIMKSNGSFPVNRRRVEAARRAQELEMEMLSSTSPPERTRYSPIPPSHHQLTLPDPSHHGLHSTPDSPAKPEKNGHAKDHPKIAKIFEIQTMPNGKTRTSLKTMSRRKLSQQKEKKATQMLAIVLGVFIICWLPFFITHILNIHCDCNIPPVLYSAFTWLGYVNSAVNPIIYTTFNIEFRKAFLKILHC
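Calcium-flux readout, 1 cycle/sec over 180 s following compound pin transfer, in inducible HEK293 Trex D2 cells (force-coupled); dopamine controls included. Positive calcium responses during this window marked compounds as potential agonists.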
D2 antagonist – antagonists of human D2 dopamine receptor. P14416. HEK293 TREx D2 cells, calcium flux, dopamine EC80. inhibition, % at 10 µM. hit rate 2% among 340,000. AID 485344; in the data active = inhibition above about 30%; note: 0% is about no effect
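Read-out: kinetic calcium fluorescence (1 cycle/s) in inducible HEK293 T-REx D2 cells after an EC80 dopamine addition that followed 180 s compound preincubation. Loss of the dopamine response indicates antagonism.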
TRHR ag – TRH receptor (human) agonism; AID 493084; P34981; activation, % at 2 µM; hit rate 0.18% among 360,000; TRHR cells, calcium flux fluo-8, FDSS agonist mode; in the data active = activation above about 30%; note: 0% is about no effect
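Read-out: compound-evoked intracellular calcium rise in TRHR cells, fluo-8 dye, kinetic FDSS fluorescence at 1 s/cycle following a 10-cycle baseline. Cells cultured overnight before dye loading (30 min–1.5 h, RT).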
TrxR1 substrate – substrates of rat thioredoxin reductase 1. O89049. purified TrxR1 substrate turnover, NADPH consumption readout. Potency, µM (highest dose often 114 µM), for the others: top-dose activity change, negative = substrate turnover. hit rate 0.01% among 390,000. AID 588456; note: potency is the fitted concentration of half-maximal effect; % is set by controls: 0 for no effect and ±100 for the full control effect; nearly all actives have a fitted effect of over 50% in size
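Rat TrxR1, dispensed at 90 nM, was prereduced with 400 uM NADPH (final) for 5 min at ~22 deg C, then incubated with compound 15 min before 400 uM selenite. A first-read NADPH fluorescence drop versus no-compound background flagged substrates.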
IDH1 R132H inh – blocks human mutant IDH1 R132H enzyme; O75874; IDH1-R132H enzyme, NADPH consumption, diaphorase/resazurin fluorescence; Potency, µM (top dose mostly 76.6 µM), for inactives: at the top dose activity change, negative = inhibition, hits mostly inhibitors; hit rate 0.093% among 390,000; AID 602179; note: potency is the fitted concentration of half-maximal effect; % is set by controls: 0 for no effect and ±100 for the full control effect; nearly all actives have a fitted effect of over 65% in size
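IDH1-R132H (0.5 ug/mL) preincubated 30 min with compound, then NADPH (0.016 mM) and alpha-KG (2 mM) added; 80 min at RT, pH 7.5. Remaining NADPH coupled via diaphorase/resazurin to fluorescence (540/590 nm); concentration-response curves normalized to no-enzyme control.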
* marks the source's active call; other numbers are inactive results; ? = inconclusive; . = no result given; [ ] = another dose, or the depositor's remark. Unless noted, calls come from the whole dose curve; as a rule, active = well fitted inhibition curve with a large enough effect; inconclusive = small, poorly fitted or top-dose-only effect; inactive = no such curve, though single readings can be large or run the other way. An unsorted share of the library; overall some 3.9% were active at least once.

SMILES | rTrxR1 inhibitor | TRHR PAM | USP1 inh | PI4K2A inh | D2 agonist | D2 antagonist | TRHR ag | TrxR1 substrate | IDH1 R132H inh
CCN(C(=O)CSc1nc2cc(Cl)ccc2c(=O)n1CC(C)C)C1CCS(=O)(=O)C1 (stereo unspecified) | 31%[11.4 µM] | -1 | 0% | 2 | 1.2 | -12 | 0.5 | 10%[57.1 µM] | 1%
O=C(O)c1cccnc1SC1CC(=O)N(Cc2ccccc2)C1=O (stereo unspecified) | -6% | 1 | 1% | -6 | -1.0 | 1 | 0.2 | 1% | -7%
CCOc1cc(C(=O)N2CCC(c3ccncc3)CC2)cc(OCC)c1OCC | 7%[57.1 µM] | 2 | -6% | 0 | 0.0 | . | -0.7 | -4%[57.1 µM] | 3%
COc1ccc(-c2sc3cc(OC)c(OC)cc3c2-c2ccc(O)cc2)cc1 | 27% | . | -7% | -10 | . | . | . | 15% | -12%
Cc1cccc(N2C(=O)CSC23C(=O)N(C)c2ccccc23)c1 (stereo unspecified) | 1% | 4 | -16% | 4 | -0.1 | . | 0.1 | -8% | -16%
c1ccc(-n2cnnc2SCc2cn3cccnc3n2)cc1 | 37%[activator] | -3 | -20% | -2 | -0.9 | 12 | 1.0 | 320%[activator] | -1%
CC(Oc1ccc(Br)cc1)C(=O)NC1CCN(Cc2ccccc2)CC1 (stereo unspecified) | -6% | -4 | -2% | 0 | -0.4 | 64* | 0.2 | -8% | -1%
CCOc1ccc(N2CC(C(=O)Nc3ccc(S(=O)(=O)N4CCCC4)cc3)CC2=O)cc1 (stereo unspecified) | 16% | 0 | ? | 1 | -0.3 | -2 | 0.4 | -2% | 8%
O=C(Nc1ccccc1)c1ccccc1O | 10% | 12 | -7% | -4 | 0.0 | -8 | 0.8 | 5% | 5%
COc1cc(C(=O)Nc2ccc(OCc3cc(=O)n4cc(C)sc4n3)cc2)cc(OC)c1OC | -8% | 5 | -6% | 2 | -0.7 | . | -1.9 | -3% | 2%

Limited to rTrxR1 inhibitor, TRHR PAM and D2 agonist, for some of the entries so far:
SMILES	rTrxR1 inhibitor	TRHR PAM	D2 agonist
Cc1cccc(N2C(=O)CSC23C(=O)N(C)c2ccccc23)c1 (stereo unspecified)	1%	4	-0.1
CCN(C(=O)CSc1nc2cc(Cl)ccc2c(=O)n1CC(C)C)C1CCS(=O)(=O)C1 (stereo unspecified)	31%[11.4 µM]	-1	1.2

Further structures
SMILES | rTrxR1 inhibitor | TRHR PAM | USP1 inh | PI4K2A inh | D2 agonist | D2 antagonist | TRHR ag | TrxR1 substrate | IDH1 R132H inh
COc1ccc(Oc2ccc(NC(=O)c3ccccc3C)cc2)cc1 | 0% | -3 | -21% | 3 | -0.2 | 6 | 0.0 | -2% | 7%
Cc1cc2nc(C)c3c(n2n1)CCC3 | 17%[57.1 µM] | -10 | -9% | 2 | 0.7 | 16 | -0.8 | 11%[57.1 µM] | 9%
C=CCn1c(COc2ccccc2)nnc1SCC(=O)Nc1ccc2c(c1)OCCO2 | 10%[57.1 µM] | -4 | 0% | 2 | -0.1 | 12 | 0.6 | 6%[57.1 µM] | 4%
Cc1cc(NC(=O)CCC(=O)N(Cc2ccco2)C(C)(C)C(=O)NC2CCCCC2)no1 | 2%[57.1 µM] | -1 | -7% | 3 | 0.6 | -7 | 0.0 | 13%[57.1 µM] | -6%
CC(C)(C)NC(=O)Cn1c(=O)n(CC(=O)NC(C)(C)C)c2ccccc21 | 10% | 4 | -13% | 7 | 0.4 | -16 | 1.2 | 6% | 12%
CN(CC(=O)Nc1ccccc1Cl)C(=O)COC(=O)C1CC1 | 7% | 5 | -21% | -1 | 0.0 | -1 | 0.1 | 0% | -2%
COc1ccc(N2CCN(c3oc(-c4ccc(COc5cccc(C)c5)o4)nc3C#N)CC2)cc1 | 13% | 7 | -15% | 5 | . | . | -2.7 | 3% | 15%
COc1cc(/C=C/CN2CCN(Cc3ccc(C)o3)C(CCO)C2)ccc1O (stereo unspecified) | -50% | -5 | -9% | -18 | . | . | 0.0 | 10% | 1%
N#CC1=C(N)Oc2n[nH]c(-c3cccs3)c2C1c1cccnc1 (stereo unspecified) | -16%[57.1 µM] | 4 | -18% | -3 | . | . | 0.0 | 5%[57.1 µM] | 4%
CCC(=O)Nc1sc2c(c1C(N)=O)CCN(C(C)=O)C2 | 11% | 5 | ? | -10 | -0.3 | 6 | -1.2 | 4% | 0%
Cc1csc(=Nc2cccnc2)n1CC1CCCCC1 | -2%[57.1 µM] | -1 | 2% | -4 | 0.6 | -4 | -0.8 | 4%[57.1 µM] | 2%
COc1ccc(-c2c3c(=O)n(C)c(=O)n(C)c3cn2N2CCOCC2)cc1 | -17% | -4 | -3% | -4 | 0.3 | -12 | -0.1 | -9% | 0%
CCOc1ccc(N(CC)S(=O)(=O)N2CCCC(C(=O)NCc3ccccc3Cl)C2)cc1 (stereo unspecified) | 14% | -6 | -22% | -3 | 0.2 | . | 0.5 | -12% | 0%
COc1ccc(N2Cc3cccc(C(=O)Nc4cccc(F)c4)c3C2=O)cc1 | 14% | -6 | -12% | -1 | -0.3 | . | 0.5 | 9% | .
O=C(NNC(=S)NC(=O)c1ccc(F)cc1)c1ccncc1 | ? | . | -6% | 3 | . | . | . | -19% | 3%
CCOC(=O)N1CCN(C(=O)CCNS(=O)(=O)c2ccc(C)c(C)c2)CC1 | 16% | -1 | -13% | 0 | -0.8 | -2 | -0.3 | 5% | 12%
COc1ccc(-c2csc3ncn(-c4ccc(C)cc4)c(=O)c23)cc1OC | 15%[57.1 µM] | -1 | -18% | 0 | -1.0 | -12 | -0.5 | 6%[57.1 µM] | 6%
NC(=O)c1ccc2nc(NC(=O)c3ccc(N)cc3)sc2c1 | -8%[57.1 µM] | 0 | -20% | 26 | 0.3 | -2 | 0.3 | -3%[57.1 µM] | -3%
C=CCN(CC=C)CCCOc1ccc(Br)cc1Cl | 2%[57.1 µM] | -1 | -12% | 0 | 0.1 | 5 | 0.3 | 1%[57.1 µM] | 8%
Cc1cc(C)n2nc(C(=O)OCC(=O)Nc3ccc(F)cc3F)nc2n1 | 12% | -8 | -10% | 0 | 0.0 | -4 | 0.5 | -2% | 1%
CCOc1cc(CNCCO)cc(Br)c1OCc1ccc(Cl)cc1Cl | -12% | . | -22% | -10 | . | . | . | -11% | 3%
O=C1CC(C(=O)Nc2ccccc2)N=C(N2CCOCC2)N1 (stereo unspecified) | 9% | 1 | -9% | 7 | -0.1 | -26 | 0.1 | 0% | 2%
COC(=O)C1CC(O)CN1S(=O)(=O)c1cccs1 (stereo unspecified) | 4% | -7 | -25% | 1 | 0.2 | 2 | -0.1 | -4% | -11%
NC(=O)c1c(NC(=O)c2nc(SCc3ccccc3F)ncc2Cl)sc2c1CCCC2 | 14% | 8 | -31% | 5 | 0.4 | . | 1.0 | -2% | 0%
Cc1ccccc1C1=C/C(=C(\SS/C(C(=O)c2ccc(OCC(=O)O)c(Cl)c2Cl)=C2\C=C(c3ccccc3C)SS2)C(=O)c2ccc(OCC(=O)O)c(Cl)c2Cl)SS1 | ? | . | 32µM* | -11 | . | . | . | -17% | 12µM*
CCN(CC)c1ccc2cc(-c3nc(-c4ccc(OC)cc4)cs3)c(=O)oc2c1 | ? | -24 | . | -5 | 101* | 71* | 174* | -18% | 0%
O=c1cc(CN2CC(O)Cc3ccc4ccccc4c32)nc2sccn12 (stereo unspecified) | -9% | 0 | -13% | 0 | 0.0 | -12 | -0.3 | -9% | 11%
COc1cc(-c2ccno2)ccc1S(=O)(=O)N1CCN(c2ccc(C(C)=O)cc2)CC1 | 12%[57.1 µM] | 0 | -26% | 6 | . | . | 0.3 | 2%[57.1 µM] | 0%
Cc1cc(C)nc(SCc2ccc3nonc3c2)n1 | 14% | 5 | -23% | 6 | . | . | 0.0 | 1% | 12%
CCCn1cc(S(=O)(=O)c2ccc(C)cc2)c(=O)c2cc(OCC)ccc21 | 19% | 13 | -19% | -2 | 0.1 | 15 | -0.6 | 1% | 0%
CC1=C(C(=O)OCC(C)C)C(c2ccsc2)NC(=O)N1 (stereo unspecified) | 12% | 4 | -11% | 4 | . | . | 0.4 | -1% | -2%
CC1=NN(c2cc(Cl)c(S(=O)(=O)O)cc2Cl)C(=O)C1 | 35%[57.1 µM] | . | -18% | -17 | . | . | . | -1%[57.1 µM] | 6%
O=C(Nc1ccc(Br)cc1)c1ccc2ncsc2c1 | 12%[0.457 µM] | 8 | -14% | 5 | -0.2 | 36* | -0.3 | 0% | 1%
COc1ccccc1N1CCN(C(c2ccccc2)c2nnnn2CCc2ccccc2)CC1 (stereo unspecified) | 17% | 0 | 4% | 5 | 1.2 | -16 | 0.0 | 3% | 1%
CCN(CC)CCCn1c2c(c(SCC(=O)N3CCc4ccccc43)nc1=O)CCC2 | 7% | 3 | -22% | -5 | 0.2 | -15 | -0.3 | 3% | -2%
COc1ccc(C2C(C(=O)c3ccco3)=C(O)C(=O)N2CCCn2ccnc2)c(OC)c1 (stereo unspecified) | 12%[57.1 µM] | 3 | -16% | 10 | -0.2 | -10 | -1.5 | 6%[57.1 µM] | 21%
COc1ccc(-n2c(SCCC#N)nnc2-c2cc(Cl)ccc2OC)cc1Cl | 18% | -1 | -19% | -2 | 0.6 | -7 | 0.1 | 4% | -2%
Cn1nnc2c(N3CCCCC3)nccc21 | 12%[57.1 µM] | 7 | -19% | -5 | -1.0 | 17 | -2.4 | 13%[57.1 µM] | 5%
S=C(Nc1ccc(Br)cc1Cl)N1CCN(c2ccccn2)CC1 | 10% | -5 | -24% | 1 | 57* | -6 | 0.4 | 10% | 1%
O=C1NC(=O)/C(=C\c2ccc(OCc3cccc(C(=O)O)c3)c(Cl)c2)N1 | 2%[57.1 µM] | -5 | -9% | 5 | 0.5 | -4 | 0.0 | -1%[57.1 µM] | -3%
CC1(c2nnc(-c3ccc(Cl)cc3)o2)CC(c2c(Cl)cccc2Cl)=NO1 (stereo unspecified) | 24%[57.1 µM] | -5 | -23% | 3 | -0.2 | -1 | -0.1 | 11%[57.1 µM] | -3%
